Screens (PubChem)
Giardia killer: Small Molecules that selectively kill Giardia lamblia: qHTS; Giardia lamblia trophozoite viability; activity change, % at 7.66 µM, hits read low; hit rate 0.15% among 340,000; in the data active = activity change below about -80%; inconclusive = between about -30% and that limit;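 note: parasites exposed to compound for two days anaerobically before the ATP read; % is set by controls: 0 for no effect and ±100 for the full control effect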
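Trophozoites 100 cells/well + cpd; 48 hrs, 37 deg C, anaerobic. ATPLite 1-Step added, 15-30 min RT, luminescence read (ATP-based viability).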
Menin-MLL TR inh: qHTS Assay for Inhibitors Targeting the Menin-MLL Interaction in MLL Related Leukemias: Competition With Texas Red Labeled MLL-derived Mutant Peptide; O00255; Menin + Texas Red MLL mutant peptide, fluorescence polarization; Potency, µM (titrated, usually from 61.6 µM), for inactives: top-dose FP activity change, negative = inhibition, hits mostly inhibitors; hit rate 0.23% among 270,000; AID 1768, 2009; active = well fitted inhibition curve with a large enough effect in the polarisation, with a control signal flat, not every such curve was filed as active; inconclusive = small, poorly fitted or top-dose-only effect, or effect the other way, or a change in a side signal; inactive = no such curve, though single readings can be large or run the other way; the % refers to the polarisation; note: potency is the fitted concentration of half-maximal effect; % of control where 0% means no effect; many of its hits are not listed in these tables
Rab9 prom act: qHTS Assay for Rab9 Promoter Activators; Huh7 Rab9 promoter-luciferase reporter, luminescence, 24 h; Potency, µM (highest dose often 9.22 µM), inactives show top-dose activation, negative = inhibition, actives largely listed as activators; hit rate 2.8% among 320,000; note: potency is the fitted concentration of half-maximal effect; % of control where 0% means no effect; nearly all actives have a fitted effect of over 60% in size
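Using Huh7 cells stably transfected with Rab9 promoter–luciferase, compounds were incubated 24 h at 37 °C, 5% CO2; luciferase luminescence was read 10 min after reagent addition.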
ELG1 genotoxic: qHTS screen for small molecules that induce genotoxicity in human embryonic kidney (HEK293T) cells expressing luciferase-tagged ELG1; HEK293T ELG1-luciferase reporter, luminescence, 16 h; Potency, µM (highest dose often 46 µM), for inactives: at the highest dose activity change, positive = activation, most hits filed as activators; hit rate 1.3% among 330,000; AID 504466, 2011; note: potency is the fitted concentration of half-maximal effect; % of control where 0% means no effect; nearly all actives have a fitted effect of over 60% in size
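Screening used a luciferase reporter fused to human ELG1 in HEK293T cells. Luminescence was read on a CCD plate imager after 16 hr exposure and 30 min ONE-Glo incubation.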
RORgamma inh: qHTS for inhibitors of ROR gamma transcriptional activity. Nuclear receptor ROR-gamma (Mus musculus), P51450. Potency, µM (doses to about 53.6 µM), for inactives: at the highest dose activity change, negative = inhibition, hits mostly inhibitors. hit rate 5.4% among 310,000. Drosophila S2 Gal4-RORgamma UAS-luciferase reporter, 20 h; note: potency is the fitted concentration of half-maximal effect; % is set by controls: 0 for no effect and ±100 for the full control effect; nearly all actives have a fitted effect of over 60% in size
Target sequence (P51450 whole entry, looked up, the tested form may be a part): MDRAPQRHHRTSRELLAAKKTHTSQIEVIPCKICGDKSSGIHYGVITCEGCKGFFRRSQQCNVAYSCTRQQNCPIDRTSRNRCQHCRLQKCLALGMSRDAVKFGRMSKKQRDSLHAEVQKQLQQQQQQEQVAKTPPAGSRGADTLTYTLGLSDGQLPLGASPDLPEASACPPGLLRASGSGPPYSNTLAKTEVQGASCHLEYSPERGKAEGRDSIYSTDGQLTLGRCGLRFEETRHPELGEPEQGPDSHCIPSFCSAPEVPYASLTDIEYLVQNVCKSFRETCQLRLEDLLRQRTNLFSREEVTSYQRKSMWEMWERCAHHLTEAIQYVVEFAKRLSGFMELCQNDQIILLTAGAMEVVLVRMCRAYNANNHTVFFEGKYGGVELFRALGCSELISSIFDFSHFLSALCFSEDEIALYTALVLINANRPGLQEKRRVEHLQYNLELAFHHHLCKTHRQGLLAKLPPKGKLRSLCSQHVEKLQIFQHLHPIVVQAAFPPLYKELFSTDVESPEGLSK
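Drosophila Schneider cells stably carrying a metallothionein-driven Gal4 DBD–ROR gamma fusion and a UAS-Photinus luciferase reporter were exposed to compound for 1 hr, then induced with copper sulfate (700 uM final) for 20 hr at ambient temperature before luminescence reading.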
BRCA1 expr up: qHTS Assay to Identify Small Molecule Activators of BRCA1 Expression; MCF7-BRCA1-FFLuc reporter, luminescence, 48 h; response scale: scaled: vehicle 0%, 10 µM genistein 100%; Potency, µM (top dose mostly 46.1 µM), inactives show at the highest dose activation, actives largely listed as activators; hit rate 1.1% among 380,000; AID 624202, 2012; note: potency is the fitted concentration of half-maximal effect; nearly all actives have a fitted effect of over 80% in size; some results filed as inactive show a strong effect at the top dose
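Quantitative HTS in MCF7 cells stably reporting BRCA1 expression via firefly luciferase. Compound treatment lasts 48 h at 37 °C in phenol-red free MEM. Activation is expressed relative to genistein at 10 microM and DMSO.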
NPC1 prom act: qHTS Assay for NPC1 Promoter Activators; Huh7 NPC1 promoter luciferase reporter, 24 h; Potency, µM (doses to about 9.22 µM), without a hit: at the highest dose activation, actives largely listed as activators; hit rate 2.4% among 320,000; AID 485313, 2010;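 note: potency is the fitted concentration of half-maximal effect; % of control where 0% means no effect; nearly all actives have a fitted effect of over 60% in size; reporter is driven by a mutant NPC1 promoter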
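Luciferase expression driven by the NPC1 promoter was measured in stably transfected Huh7 cells after a 24 h compound incubation, using a luciferase reagent and a luminescence read.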
PKM2 act: qHTS Assay for Activators of Human Muscle isoform 2 Pyruvate Kinase; purified PKM2, Kinase-Glo ATP luminescence, activation; response scale: 0% is enzyme alone, no compound; Pyruvate kinase PKM (Homo sapiens), P14618; AID 1631, 2009; Potency, µM (series often up to 57.5 µM), for the others: at the highest dose activation, hits mostly activators; hit rate 0.34% among 260,000; note: potency is the fitted concentration of half-maximal effect; % is set by controls: 0 for no effect and ±100 for the full control effect; nearly all actives have a fitted effect of over 55% in size
Target sequence (P14618 whole entry, looked up, canonical isoform): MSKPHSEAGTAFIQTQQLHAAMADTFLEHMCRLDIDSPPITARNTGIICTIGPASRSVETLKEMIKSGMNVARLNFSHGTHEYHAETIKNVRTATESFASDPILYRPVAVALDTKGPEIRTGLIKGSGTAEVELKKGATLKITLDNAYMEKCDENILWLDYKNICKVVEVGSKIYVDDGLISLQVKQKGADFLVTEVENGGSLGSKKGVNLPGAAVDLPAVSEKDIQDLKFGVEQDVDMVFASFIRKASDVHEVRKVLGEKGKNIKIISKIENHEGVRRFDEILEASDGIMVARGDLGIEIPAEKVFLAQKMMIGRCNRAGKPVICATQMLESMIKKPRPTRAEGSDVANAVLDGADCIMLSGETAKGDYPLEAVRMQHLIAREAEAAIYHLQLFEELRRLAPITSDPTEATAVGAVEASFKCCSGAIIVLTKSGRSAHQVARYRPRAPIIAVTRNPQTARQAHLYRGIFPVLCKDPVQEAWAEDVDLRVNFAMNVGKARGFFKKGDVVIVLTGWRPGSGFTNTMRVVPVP
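Kinase-Glo luminescence reports ATP generated from ADP (0.1 mM) and PEP (0.5 mM) by purified hPK-M2 after 1 h at room temperature, pH 7.2 imidazole buffer; intermediate enzyme activity allows detecting inhibitors and activators.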
VP16 counter: VP16 counterscreen qHTS for inhibitors of ROR gamma transcriptional activity; Drosophila S2 Gal4-VP16 UAS-luciferase, luminescence, 20 h; Potency, µM (top dose mostly 53.6 µM), for the others: at the highest dose activity, negative = inhibition, hits mostly inhibitors; hit rate 3.5% among 310,000;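 note: Gal4-VP16 expression switched on by copper sulfate through the metallothionein promoter; potency is the fitted concentration of half-maximal effect; % is set by controls: 0 for no effect and ±100 for the full control effect; nearly all actives have a fitted effect of over 50% in size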
p53 reactivation: qHTS assay for re-activators of p53 using a Luc reporter; H1299 p53-A138V BP100-luciferase reporter, luminescence, 24 h; Potency, µM (doses to about 92.2 µM), for inactives: at the top dose activity change, positive = activation, most hits filed as activators; hit rate 0.063% among 320,000; AID 504706, 2011; note: potency is the fitted concentration of half-maximal effect; % of control where 0% means no effect; nearly all actives have a fitted effect of over 45% in size
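H1299 (p53-null), stable ts p53-A138V + BP100-Luc; 1000 cells/well, Opti-MEM/10% FBS; cpd 4 pt, 1:5; 24 h, 37 deg C, 5% CO2; detection reagent 10 min RT; luminescence.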
FLuc counter: qHTS profiling assay for firefly luciferase inhibitor/activator using purifed enzyme and Km concentrations of substrates (counterscreen for miR-21 project); Luciferin 4-monooxygenase (Photinus pyralis), P08659; purified FLuc, Km substrates, luminescence inhibition; Potency, µM (highest dose often 57.5 µM), for inactives: top-dose activity change, negative = inhibition, hits mostly inhibitors; hit rate 6.9% among 360,000;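 note: potency is the fitted concentration of half-maximal effect; plate controls were vehicle for no effect and reference inhibitor for full effect; nearly all actives have a fitted effect of over 55% in size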
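Purified P. pyralis luciferase, 10 nM final, with Km-level 10 uM D-luciferin and 10 uM ATP in 50 mM Tris acetate pH 7.5, 10 mM Mg acetate, 0.01% Tween-20, 0.05% BSA; 6-point qHTS titration about 60 µM downward; luminescence read.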
An asterisk follows results filed as active; ? = inconclusive; . = not tested or not shown; [ ] = dose if it differs, or a comment. Unless noted, calls come from the whole dose curve; as a rule, active = well fitted curve in the direction sought with a large enough effect; inconclusive = small, poorly fitted or top-dose-only effect, or another doubt; inactive = no such curve, though single readings can be large; an effect the other way counts as inactive or inconclusive. Only part of the results is shown; count on the stated rates, not on these rows.

Compound,Giardia killer,Menin-MLL TR inh,Rab9 prom act,ELG1 genotoxic,RORgamma inh,BRCA1 expr up,NPC1 prom act,PKM2 act,VP16 counter,p53 reactivation,FLuc counter
CC(C)C(NC(=O)c1ccccc1NC(=O)c1ccccc1)C(=O)NNC(=O)c1ccncc1 (configuration not stated),-6,13%,0%,6%,-13%,3%,-1%,.,-5%,4%,?
CC(=O)c1cccc(Nc2c3c(nc4ccccc24)CCC3)c1,26,?,-24%,0%,-24%,-49%,-37%[inhibitor],.,1%,-3%,-2%
O=C(c1ccccc1)c1ccc2c(c1)OCCCO2,-15,.,1.4µM*,?,1%,1.4µM*,1.8µM*,-14%,-2%,?,8.5µM*
Cc1cccc(OCC(=O)Nc2ccc3c(c2)nc2n3CCOC2)c1,-1,-2%,1%,11%,-1%,-1%,4%,-4%,-2%,12%,?
COc1ccc(C(=O)CNc2ccccc2Br)cc1,-3,13%,?,?,1.8µM*,99%,?,.,?,?,7.6µM*
COc1ccc(-c2csc(NC(=O)c3ccc(S(=O)(=O)N4CCc5ccccc5C4)cc3)n2)cc1,-16,?,-20%,-2%,-10%,-43%,-13%,-2%,-11%,-2%,0%
Cc1ccc(N2C(=O)C3C4C=CC(CC4)C3C2=O)cc1Br (configuration not stated),-13,19%,-3%,2%,-11%,-23%,2%,0%,-10%,9%,-13%
COc1cc(C(=O)NC(=S)Nc2csc(-c3ccc(F)cc3)n2)cc(OC)c1OC,18,-17%,15%,-3%,-16%,39%,-5%,-7%,18%,1%,-5%
Cc1cc(C)cc(OCCNC(=O)CCc2ccccc2)c1,4,7%,0%,-3%,0%[1.91 µM],-1%,-3%,1%,2%,.,5%
CCCN(CCC(=O)Nc1ccccc1F)CC1CC1,1,21%,0%,1%,21%,20%,0%,-7%,4%,-2%,2%
NNC(=O)c1ccc2c(c1)S(=O)(=O)NNC2=O,16,10%,-1%,0%,16%,-7%,9%,5%,17%,-3%,-2%
c1ccc(-c2ccccc2OCCN2CCCCC2)cc1,-2,-19%,-1%,0%,-23%,-14%,-3%,-1%,-4%,-3%,0%
CCN1CCCC1CN(Cc1cc2cc(C)cc(C)c2[nH]c1=O)C(=O)Nc1ccccc1OC (configuration not stated),-3,-17%,-3%,-5%,-9%,-38%,-4%,6%,12%,-4%,-3%
CCCc1nnc(SCC(=O)N2CCCCC2C)n1CC (configuration not stated),-1,15%,-5%,0%,3%,0%,-4%,0%,0%,7%,0%
COc1ccc2nc3cc(Cl)ccc3c(C#N)c2c1,-2,.,-11%,2%,16%,-21%,4%,-7%,3%,2%,-15%
OCCC1CN(Cc2ccccn2)CCN1C1CCCC1 (configuration not stated),-12,-7%,1%,3%,-24%,4%,0%,-2%,2%,-1%,1%
CCc1ccc(-c2cc(C)no2)cc1S(=O)(=O)N1CCCN(Cc2ccc(F)cc2)C1,-9,33%[activator],-1%,2%,-40%,-52%,2%,2%[0.46 µM],-1%,9%,6%
COC(=O)c1ccc(CN(c2ccccc2Cl)S(C)(=O)=O)cc1,-11,0%,-5%,-1%,6%,-19%,1%,10%,-3%,0%,0%
Cc1ccc(N(C(=O)c2ccc(S(=O)(=O)N3CCOCC3)cc2)C2C=CS(=O)(=O)C2)cc1 (configuration not stated),57[activator],-3%,-1%,-1%,5%,3%,0%,1%,7%,-7%,2%[2.3 µM]
O=C(CN1CCN(C(=O)c2ccccc2)CC1)Nc1cc(S(=O)(=O)N2CCCC2)ccc1Cl,19,.,-12%,0%,.,-28%,0%,.,.,-6%,-1%
COc1ccc(CNCC(O)(c2ccccc2)c2ccccc2)cc1OC,-15,1%,-8%,-6%,40%,0%,-8%,-2%,?,-3%,0%
C=CCn1c(SCn2nnc3ccccc3c2=O)nnc1C1CCCCC1,22,1%,-3%,-2%,35%,-17%,-1%,6%,-9%,3%,1%
O=C(NC(=O)N1CCN(C(c2ccccc2)c2ccccc2)CC1)c1ccccc1,6,.,-4%,-5%,-29%,-13%,-3%,2%,6%,-5%,0%
C/C(=N/NC(=O)c1ccccn1)c1ccco1,-7,-8%,0.5µM*,17%,10µM*,-72%[inhibitor],0.89µM*,-58%,?,2%,5.4µM*
O=C(CN1CCN(Cc2ccc(F)cc2Cl)C1=O)NCCc1ccccc1,16,-6%,20%,-1%,?,82%,9%,15%,-1%,8%,-8%
CNC(=S)N1N=C(c2ccccc2)CC1c1ccccc1Cl (configuration not stated),?,-22%,-1%,-1%,18µM*,-11%,0%,8%,-9%,-1%,3%
N#CSCC(=O)c1cccc2ccccc12,-14,4%,1%,-2%,11µM*,-25%,-4%,2%,?,-5%,-3%
Cn1cc(CC(=O)NCCN2CCOCC2)c2ccccc21,27,0%,-10%,-12%,1%,41%,3%,-10%,-5%[10 µM],2%,4%
Cc1ccc(NC(=O)CSCC(=O)N2CCN(Cc3ccc4c(c3)OCO4)CC2)cc1,24,.,-3%,16%,-15%,-9%,3%,13%,-16%,1%,-1%
N/C(=N\OC(=O)c1cccs1)c1ccc(Cl)cc1,3,.,?,?,12%,43%,27%,3%,0%,?,4.8µM*
O=C(NNc1c2ccccc2nc2ccccc12)c1ccccc1Cl,-18,?,-5%,4%,-21%,-7%,-1%,-1%,-13%,.,2%
CC(=O)Nc1ccc(Nc2nnc(-c3ccc(C)c(S(=O)(=O)NCCO)c3)c3ccccc23)cc1,6,11%,-1%,-1%,24%,19%,-2%,0%,0%,2%,?
Nc1ccc(Br)c2c1C(=O)c1ccccc1C2=O,-9,?,-3%,5%,?,49%,0%,1%,-3%,13%,-18%
CCCc1cc(=O)[nH]c(SCC(=O)c2cc(C)n(CC(F)(F)F)c2C)n1,16,-7%,-1%,-5%,3%,-14%,-4%,-9%,-2%,0%,?
COc1ccc(OCc2csc(N)n2)cc1,-24,0%,2.8µM*,?,-1%,10µM*,?,2%,-8%,?,?
COc1ccccc1NC(=O)CN1CCN(CC(=O)Nc2ccc(S(N)(=O)=O)cc2)CC1,17,-12%,-6%,1%,-4%,-3%,-5%,.,-1%,5%,-1%
CCCCn1cnc2sc(-c3ccccc3)cc2c1=O,-2,5%,1.6µM*,?,-10%,?,1.4µM*,-1%,-2%,19%,5.4µM*
S=C(NCCc1ccccc1)N/N=C/c1c(Cl)cccc1Cl,-6,-9%,8%,2%,10µM*,0%,7%,-8%,8.9µM*,6%,2%
COc1ccc(CCNC(=O)CN2C(=O)NC3(CCOc4ccccc43)C2=O)cc1 (configuration not stated),-9,.,-9%,3%,.,-7%,-5%,.,.,7%,0%
Cn1cnnc1Sc1ccc(CN2CCN(C3CCCC3)C(CCO)C2)o1 (configuration not stated),11,1%,1%,1%,-5%,2%,1%,-4%,-12%,1%,1%
O=C(O)COc1cccc2nsnc12,-12,6%,4%,-1%,11%,-3%,1%,-24%,-7%,0%,3%
O=C(O)COc1ccccc1/C=N/NC(=O)CN1CCN(Cc2ccc(Cl)cc2)CC1,-1,.,-4%,-3%,-20%,0%,-2%,1%,-2%,-1%,-2%
CCOc1ccc(N2C(=O)CC(Cc3ccccc3OC)C2=O)cc1 (configuration not stated),6,-23%,5%,1%,?,-3%,4%,-9%,2%,4%,3%
CCCCCC#CCN1CCN(C23CC4CC(CC(C4)C2)C3)CC1,0,.,-1%,-3%,.,-34%,-6%,.,.,7%,.
CC(C)(c1ccccc1)c1ccc(OCCn2cnc3ccccc3c2=O)cc1,-7,-4%,-2%,5%,8%,-6%,2%,-18%,-8%,12%,-1%
Cc1c(Cl)cccc1Nc1nc(N)nc(CSC(=S)N2CCOCC2)n1,3,6%,0%,10%,?,72%,13%,-4%,-3%[10 µM],6%,-14%
CC(Sc1ccccc1)C(=O)NCC(c1ccco1)N1CCCCC1 (configuration not stated),-6,.,-6%,1%,.,-8%,-5%,.,.,0%,3%
CC(=O)Nc1cc2c(cc1C(=O)c1ccc(C)cc1)OCCO2,0,-6%,.,.,-16%,2%,.,-2%,23%,.,-1%
Cc1occc1-c1nnc(SCC(=O)NCc2ccco2)n1CC(C)C,-8,-5%,-5%,-2%,-5%,24%,-2%,-3%,-12%,8%,3%
